# Bioassay records as filed in PubChem BioAssay.
# SSB-PriA inh: K. pneumoniae PriA-SSBct interaction inhibition | AlphaScreen SSBct-PriA binding, biotinylated peptide | inhibition, % at 33 µM | hit rate 0.6% among 430,000; in the data active means inhibition mostly above about 37%, no sharp cut-off; inactive means mostly below about 20%;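 further: plate controls were negative control peptide for no effect and reference peptide for full effect; strong numbers were not always called active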
# * = called active by the depositor; & = joins results of further samples. Only part of the results is shown (hit frequency here may not be typical).
Structure	SSB-PriA inh
O=C(C[C@H]1C/C=C/CC[C@@H](Cc2ccc(F)cc2)C(=O)OC[C@H]2CCCN2C1=O)N[C@H](CO)Cc1ccccc1	-6
O=S(=O)(NCC(c1ccsc1)N1CCc2ccccc2C1)c1ccc(F)cc1F (stereo not given)	-10
Cc1nnc(SCc2cccnc2)c2c1cnn2-c1ccc(F)cc1	-15
COCc1cc(C)nc(NN=Cc2ccc(-c3ccc(Cl)cc3[N+](=O)[O-])o2)c1C#N	-7
Cc1ccc(-c2noc(-c3ccc(CS(=O)(=O)c4ccc(CC(C)C)cc4)o3)n2)cc1C	-4
Cc1ccc(C2=NCN(c3ccc([N+](=O)[O-])cc3)C(=S)N2)cc1	5
COc1cc(Nc2ccc(NS(=O)(=O)c3ccc4c(c3)OCCO4)cc2)nc(C)n1	-4&17
COc1ccc(CCNC(=O)C(=O)Nc2ccon2)cc1OC	-9
O=C1CCCN1c1ccc(CN2CC(=O)N(Cc3ccccc3)c3ccccc3S2(=O)=O)cc1	-24&2
O=[N+]([O-])c1cccc(CSc2ncc(CO)n2Cc2ccc(F)cc2)c1	34

# Additional entries follow:
Structure	SSB-PriA inh
COc1ccnc(Oc2ccccc2)c1C(=O)NC=NOCc1ccc(F)cc1Cl	-9
O=C(CCN1C(=O)c2ccccc2S1(=O)=O)Nc1ccc2c(c1)OCO2	2
Cc1ccc(NC(=O)CC2NCCNC2=O)c(C)c1 (stereo not given)	-1
CC(C)(C)c1ccc(NC(=O)CSc2ncn[nH]2)cc1	-4
CCCC1Oc2ccccc2C(=O)N(CC(=O)c2ccc(F)cc2)C1=O (stereo not given)	54*
CCOC(=O)c1ccc(NC(=O)CSc2nc(CC(N)=O)cc(=O)[nH]2)cc1	-15
CCOC(=O)CCC(=O)Nc1ccc(-c2nc3ccc(C)cc3s2)cc1	-14
CCOC(=O)c1oc2ccccc2c1NC(=O)c1c(F)cccc1Cl	3
Cc1ccccc1NN=Cc1c(C)nc2ccccn12	26
CC(=O)Nc1ccc(S(=O)(=O)c2ccc(NC(C)=O)c([N+](=O)[O-])c2)cc1[N+](=O)[O-]	9

# The list continues:
Structure	SSB-PriA inh
COc1ccc(S(=O)(=O)N2CCC(S(C)(=O)=O)C2)cc1Cl (stereo not given)	-20
O=C(NCc1ccccn1)c1ccc(C=NO)nc1	-1
O=C(NCCOc1ccc(-c2cccs2)nn1)C1c2ccccc2Oc2ccccc21	-15&-6
CSc1nc(-c2ccc(C)cc2)nc2c1Cc1cc(C)ccc1O2	-14
CCn1c(Cc2nnc(SCC(=O)c3ccccc3)n2CC)nnc1SCC(=O)c1ccccc1	9
CC(C)(C)n1ncc2c(=O)n(CCC(=O)NCc3ccco3)cnc21	2
O=C(NN=Cc1cccc2ccccc12)c1ccccc1Cl	0
COc1ccccc1NC(=O)Nc1nc(CC(=O)NCc2ccc3c(c2)OCO3)cs1	-5
Cc1cc(N2C(=O)c3oc4ccccc4c(=O)c3C2c2ccncc2)no1 (stereo not given)	-4
Cc1cnc2n(c1=O)CC(C(=O)NCc1nc(-c3ccccc3)no1)CS2 (stereo not given)	-15

# Carrying on:
Structure	SSB-PriA inh
CCn1ccc(C(=O)N(CCN2CCOCC2)c2nc3c(OC)ccc(OC)c3s2)n1	11
O=C(NN=Cc1ccc(-c2cccc([N+](=O)[O-])c2)o1)[C@H]1C[C@@H]1c1ccccc1	-5
CC(=NNc1ccc(S(N)(=O)=O)cc1[N+](=O)[O-])c1ccc2c(c1)OCO2	-5
O=C(NCc1ccco1)c1ccc(Cn2cnc3ccccc32)o1	-13
Cc1cc(C)n(CCNC(=O)c2cnc3ccccc3n2)n1	-3
O=C(CSc1nc2ccsc2c(=O)n1CCc1cccs1)Nc1nccs1	-3
Cc1cc(C(=O)NN=Cc2ccc(OCc3ccccc3)cc2)c(C)o1	-12
Cc1csc(NC(=O)CSc2nnc(NC(=O)/C=C/c3ccc4c(c3)OCO4)s2)n1	-11
COc1ccccc1OCC(=O)Nc1ccc2c(c1)N(C(=O)C1CCCO1)CC2 (stereo not given)	7
Cc1nc2ccc(S(=O)(=O)NCCn3nc(-c4ccncc4)ccc3=O)cc2s1	-8

# Additional records follow:
Structure	SSB-PriA inh
CCOC(=O)c1c(NC(=O)C2CCCC2)sc2ccccc12	-3
CCOc1cc(-c2nnc(NC(=O)/C=C/c3cccs3)o2)cc(OCC)c1OCC	0
COc1ccc(S(=O)(=O)c2cnc(SCC(=O)Nc3ccc(Cl)cc3)[nH]c2=O)cc1	-18
CC(=O)c1sc(NC(=O)c2ccc3c(c2)OCCO3)nc1C	-8
CO[C@@H](CNC(=O)c1c(F)cccc1F)c1ccccc1Cl	-7
Cc1ccc(N2CCn3c(SCC(=O)Nc4cc(C)on4)nnc32)cc1	-3
Cc1ccc(Nc2nn3c(=O)c4ccc(Cl)cc4nc3s2)cc1C	-7
O=C(c1ccccc1Cl)N1CCc2ncncc2C1	-7
CC1C(=O)NCCN1C(=O)c1ccc(S(=O)(=O)N(C)C)cc1 (stereo not given)	-6&-10
O=C(N[C@H](c1cccnc1)C1CCOCC1)c1ccc(-c2cccs2)cc1	-3

# Further compounds follow:
Structure	SSB-PriA inh
Cc1ccc(-n2c(C)nc3ccc(NC(=O)c4ccncc4)cc3c2=O)cc1	4
O=C(CSc1ccc(F)cc1)NCCn1ccn2nccc12	-7
O=S(=O)(Cc1ccccc1F)NC[C@@H](c1ccsc1)N1CCc2ccccc2C1	-3
CC1Oc2ccccc2OC1C(=O)NCc1nn(C)c(=O)c2ccccc12 (stereo not given)	2
COC(=O)c1ccc2nc(NC(=O)c3cccc(OC)c3OC)sc2c1	-16
COc1ccccc1CC(N)=NOC(=O)COc1cc(C)cc(C)c1C	-23
O=C(c1cccs1)N1N=C(c2cccs2)C[C@H]1c1ccc(F)cc1	-23
CN(C)c1ccc(/C=C2/C(=NO)C3CCN2CC3)cc1	14
O=C(Nc1nc2c(Cl)cc(Cl)cc2s1)c1ccc(N2C(=O)CCC2=O)cc1	-3
NC(=O)C1CCN(C2=NC(=O)/C(=C\c3ccc(Cl)cc3Cl)S2)CC1	7

# (next part)
Structure	SSB-PriA inh
COC(=O)c1sccc1S(=O)(=O)Nc1ccc2c(c1)C(=O)N(C)c1cc(C)ccc1O2	5
O=C(NC[C@H]1CCCO1)c1cc(N2C(=O)CCS2(=O)=O)ccc1Cl	0
CC(C)c1ccc(NC(=O)C(=O)NCC(c2ccsc2)N2CCCC2)cc1 (stereo not given)	11
COc1cccc(NC(=S)NCCC2=CCCCC2)c1	7
O=C(CSc1nc2ccc(NC(=O)c3ccccc3)cc2s1)Nc1nccs1	10
O=C(O)CCn1ccnc1	-7
Cc1nc(-c2cccc(F)c2)sc1CCNC(=O)c1ccccc1[N+](=O)[O-]	5
O=S(=O)(c1ccc(Cl)c(C(F)(F)F)c1)N1CCCC1	-13
Oc1c(C(Nc2nc3ccccc3s2)c2ccc(OC(F)F)cc2)ccc2cccnc12 (stereo not given)	0
CCOc1nn(CC)cc1C(=O)NCc1ccccc1Cl	18

# In the list so far, these have a furan ring, fused or not:
Structure	SSB-PriA inh
COCc1cc(C)nc(NN=Cc2ccc(-c3ccc(Cl)cc3[N+](=O)[O-])o2)c1C#N	-7
Cc1ccc(-c2noc(-c3ccc(CS(=O)(=O)c4ccc(CC(C)C)cc4)o3)n2)cc1C	-4
CCOC(=O)c1oc2ccccc2c1NC(=O)c1c(F)cccc1Cl	3
CC(C)(C)n1ncc2c(=O)n(CCC(=O)NCc3ccco3)cnc21	2
O=C(NN=Cc1ccc(-c2cccc([N+](=O)[O-])c2)o1)[C@H]1C[C@@H]1c1ccccc1	-5
O=C(NCc1ccco1)c1ccc(Cn2cnc3ccccc32)o1	-13
Cc1cc(C(=O)NN=Cc2ccc(OCc3ccccc3)cc2)c(C)o1	-12

# Carrying on:
canonical_smiles,SSB-PriA inh
CC1(C)COCN1C(=O)c1ccc(N2CCC(Cc3ccccc3)CC2)nn1,-5
COC(=O)COc1ccc(C=NNC(=O)CN(c2ccccc2OC)S(=O)(=O)c2ccccc2)cc1,-7
Cc1ccc(S(=O)(=O)N2N=C(c3ccc(Br)cc3)CC2c2ccc(Br)cc2)cc1 (stereo not given),-8
CCOc1cccc2sc(NCCn3nc(C)cc3C)nc12,-6
Cn1c(-c2ccccn2)nn(CCNC(=O)CCn2cnc3ccccc3c2=O)c1=O,-2
O=C(NCCC1=CCCCC1)C(=O)NCC1CCN(c2cnccn2)CC1,-9
Cc1cc(C)c[n+](-c2[nH]c(=O)sc2C=NN=C([O-])c2cccnc2)c1,3
NC(=NOC(=O)CCCOc1ccccc1)c1cccc([N+](=O)[O-])c1,8

# Next compounds
canonical_smiles,SSB-PriA inh
O=C(c1ccco1)N1CCN(C(=O)c2cc(OCc3ccccc3)no2)CC1,-4
CCSc1ccc(CC(=O)Nc2nc(-c3ccc4c(c3)OCO4)cs2)cc1,-4
CC(Cc1ccccc1)=NNC(=O)c1cccnc1,-16
Cc1ccc(N2CCCS2(=O)=O)cc1NC(=O)C(=O)NC1CCCC1,-2
CC(=O)Nc1ccc(SCC(=O)N(C(C)C)C(C)C)nn1,-7
O=C(NCCn1nc(-n2cccn2)ccc1=O)c1ccc(Br)o1,-11
Cc1cccc(-n2ncc3c2ncn2nc(-c4cccs4)nc32)c1,-7
Cc1cc(Nc2ccc(NC(=O)c3ccccc3C(F)(F)F)cc2)nc(N2CCCC2)n1,4

# (next part)
canonical_smiles,SSB-PriA inh
Cc1nc(Oc2ccccc2)nc(C)c1NC(=O)CNC(=O)c1ccccc1,-7
O=C(Cn1c(=O)oc2ccccc21)NCc1ccccc1-c1ccsc1,-9
CCOC(=O)CCC(=O)N1CCC(CSC2=NCCS2)CC1,-8
O=C(NN=Cc1ccc(OC(=O)c2ccccc2)cc1)c1ccc(CN2CCOCC2)cc1,-11
O=C(Nc1ccc2c(c1)OCO2)C1CCN(c2ccc(-c3ccc(Cl)cc3)nn2)CC1,-6&6
COc1ccccc1-c1noc(-c2c[nH]c3ccc(F)cc3c2=O)n1,-12
COc1ccc(NC(=O)C(=O)NCC2(O)CCOCC2)cc1,-1
CCCCC(O)=C1C(=O)CC(C)(C)CC1=Nc1ccccc1OC,-21

# Rewritten with each value named: part of the list above
> COc1ccccc1-c1noc(-c2c[nH]c3ccc(F)cc3c2=O)n1
  SSB-PriA inh: -12

> CCOC(=O)CCC(=O)N1CCC(CSC2=NCCS2)CC1
  SSB-PriA inh: -8

# More compounds.
canonical_smiles,SSB-PriA inh
COc1cc(C=NNc2cc(C)nc(NS(=O)(=O)c3ccc(C)cc3)n2)ccc1O,-1
Cc1ccc(-n2cc(C(=O)NCc3ccco3)nn2)cc1C,-8
O=C(NCCOc1ccccc1)Nc1cccc(F)c1,-6
O=C1OC2(CCCN(C(=O)Nc3cccs3)C2)c2ccccc21 (stereo not given),-20
NC(=O)C1CCN(C(=O)c2ccsc2)CC1,-5
Cc1cccc(C(=O)NCCn2ncc3c(=O)n(Cc4ccc(Cl)cc4)cnc32)c1,-22
COc1ccccc1C1C(=C(O)c2ccccc2)C(=O)C(=O)N1CC(C)O (stereo not given),-4
COC(=O)c1ccc(C(=O)N2Cc3cncnc3C2)cc1,-13

# Continued:
canonical_smiles,SSB-PriA inh
O=[N+]([O-])c1cc[n+]([O-])cc1/C=C/N1CCOCC1,0
CN(N=Cc1ccc(O)c(O)c1)c1nc(-c2ccccc2)cc(-c2ccccc2)n1,19
CC(C)OCCCNC(=O)CCn1c(=O)[nH]c2ccccc2c1=O,-15
O=C(NCc1cncc(-c2ccsc2)c1)c1ccc2c(c1)OCO2,-3
CC(C)(C)c1ccc(C=NNC(=S)NC2CCCCC2)cc1,6
O=C(/C=C/c1cccs1)Nc1nnc(-c2cccs2)o1,5
O=C(CCCS(=O)(=O)c1ccc(Cl)cc1)Nc1cccc([N+](=O)[O-])c1,7
COC(=O)Cn1c(=NC(=O)CN2C(=O)CCC2=O)sc2cc3c(cc21)OCCO3,9

# (list continues)
canonical_smiles,SSB-PriA inh
Cc1cccc(NC(=O)N2CCCC(c3nnc(-c4cccs4)o3)C2)c1 (stereo not given),4
COc1ccccc1CNC(=O)c1coc(NC(=O)C2CC2)n1,-9
O=c1c2scc(-c3ccccc3)c2ncn1Cc1ccccc1F,-22
O=C(CNC(=O)C1Cc2ccc(Cl)cc2C(=O)O1)c1cccs1 (stereo not given),0
Cc1cc(C)nc(SCc2nnc(Nc3ccc(S(N)(=O)=O)cc3)s2)n1,-9
O=S(=O)(NCCc1ccccc1)c1cccc(Cl)c1,-24&17
COc1ccc(C(C)=NN=C2NC(=O)CC(C(=O)O)S2)cc1 (stereo not given),11
Cc1ccc(OCC(=O)Nc2ccc(N3CCCCS3(=O)=O)cc2)cc1,-12

# The list continues:
canonical_smiles,SSB-PriA inh
O=C(O)c1ccccc1C=NNc1ccc(S(=O)(=O)Nc2ccc(Cl)cc2)cc1[N+](=O)[O-],25
COc1ccc(C2CCN(C(=O)CSCc3ccccc3)C2)cc1 (stereo not given),-10
CC(=NNC(=O)CNC(=O)c1ccc2c(c1)OCCO2)c1ccco1,-1
O=C(CN1CCc2nc(NC(=O)c3cnccn3)sc2C1)Nc1cc(C(F)(F)F)ccc1Cl,-3
Cn1c(SCC(N)=O)nnc1-c1ccc(=O)n(C)c1,4
O=C(COc1ccccc1F)NCCOc1ccc2nnc(-c3ccccc3)n2n1,-7
CC(O)(CNC(=O)Cc1cccs1)c1ccc2c(c1)OCO2 (stereo not given),2
CC12CCC(O)CC1=CCC1C2CCC2(C)/C(=N\NC(=O)CCC(=O)O)CCC12 (stereo not given),-7

# (listing goes on)
canonical_smiles,SSB-PriA inh
CCOc1ccc2[nH]c(=O)c(C=O)cc2c1,3
COc1ccc(C(=O)NN=Cc2ccc(OC)c(OS(=O)(=O)c3ccccc3)c2)cc1,-9
O=C(CCc1ccccc1)NCC1CCN(Cc2cccs2)CC1,-3&-1
COc1ccc(Cl)cc1C(=O)NCCCn1nc(-c2ccc(F)cc2)ccc1=O,-5
CCOc1ccc(C(=O)Nc2cc(-c3cn4cccnc4n3)ccc2C)cc1,-10
Cc1csc(C(=O)NCC#CCN(C)C)c1,-12

# Reformatted: entries from further up.
CCOC(=O)c1oc2ccccc2c1NC(=O)c1c(F)cccc1Cl
- SSB-PriA inh: 3
Cc1ccccc1NN=Cc1c(C)nc2ccccn12
- SSB-PriA inh: 26
CC(=O)Nc1ccc(S(=O)(=O)c2ccc(NC(C)=O)c([N+](=O)[O-])c2)cc1[N+](=O)[O-]
- SSB-PriA inh: 9
COc1ccc(S(=O)(=O)N2CCC(S(C)(=O)=O)C2)cc1Cl (stereo not given)
- SSB-PriA inh: -20
